ADAM17 inh: ADAM17 inhibition, QFRET primary screen | 0.83% of 370,000 active | inhibition, % at 6.95 µM | recombinant ADAM17, EDANS/DABCYL FRET peptide cleavage | P78536;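 active = inhibition above the mean of compounds lying between control limits plus 3 SD, set per campaign, cut at about 8.5% in these data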;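 note: 0% = DMSO-only wells as the low control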
Target sequence (P78536 215-824 limits assumed): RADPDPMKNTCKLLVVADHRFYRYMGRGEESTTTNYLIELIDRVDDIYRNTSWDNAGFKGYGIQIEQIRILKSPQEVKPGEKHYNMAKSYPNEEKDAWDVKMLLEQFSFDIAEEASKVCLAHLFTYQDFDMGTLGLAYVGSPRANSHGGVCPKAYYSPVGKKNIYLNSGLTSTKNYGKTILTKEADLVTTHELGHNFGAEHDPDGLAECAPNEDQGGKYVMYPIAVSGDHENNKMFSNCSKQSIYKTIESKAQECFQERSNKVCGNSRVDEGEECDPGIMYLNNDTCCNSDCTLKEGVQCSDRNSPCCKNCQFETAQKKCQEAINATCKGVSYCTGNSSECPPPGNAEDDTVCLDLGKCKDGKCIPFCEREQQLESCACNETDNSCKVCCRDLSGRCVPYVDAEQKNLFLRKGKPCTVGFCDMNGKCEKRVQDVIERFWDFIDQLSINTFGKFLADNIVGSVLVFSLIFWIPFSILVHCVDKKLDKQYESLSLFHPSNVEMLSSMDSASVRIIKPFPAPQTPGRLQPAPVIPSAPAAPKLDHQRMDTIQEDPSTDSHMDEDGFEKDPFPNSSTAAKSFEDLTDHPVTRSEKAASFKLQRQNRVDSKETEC
GAA850 FXN act: activators of GAA850 frataxin (FXN) promoter | activation, % at 6 µM | HEK293 lucGAA850 FXN promoter luciferase reporter, 24 h; percent of 10 µM SAHA response | 0.56% of 360,000 active;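 active = activation above the average of all compounds screened plus 3 SD, cutoff fixed separately per campaign, cut at about 7.5% in these data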;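 note: 0% = DMSO wells and 100% = 10 µM SAHA wells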
PLCg1 inh: blocks human PLC-gamma1 enzyme activity | purified PLC-gamma1, fluorogenic substrate, fluorescence | inhibition, % at 12.2 µM | P19174 | AID 720700 | 0.84% of 370,000 active; in the data active = inhibition above about 9.5%
ssDAF-12 act: S. stercoralis DAF-12 activation, primary screen. HEK293 ssDAF-12/GRIP1 lit1-tk-luc reporter, luminescence; % of 3 µM dafachronic acid response. activation, % at 6.8 µM. 1% of 370,000 active. AID 652126;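 active = activation above the mean over all tested compounds plus 3 SD, cut at about 0.9% in these data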;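 note: 0% = DMSO-only wells and 100% = 3 µM delta7-dafachronic acid wells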
DAX1 inh-1: inhibitors of DAX1 repression of SF-1 activated StAR promoter; HEK293T StAR-luciferase reporter, SF-1/DAX-1 repression relief; inhibition, % at 6.8 µM; 1.1% of 370,000 active; AID 652010;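 active = inhibition above the mean over all tested compounds plus 3 SD, cut at about 3.6% in these data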;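 note: 0% = DAX-1 cells with DMSO and 100% = cells lacking DAX-1 with DMSO; higher inhibition means more luminescence from relief of DAX-1 repression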
ADAM10 inh: ADAM10 inhibition, QFRET primary screen. O14672. recombinant ADAM10, EDANS/DABCYL FRET peptide cleavage, 3 h. inhibition, % at 7 µM. 0.62% of 370,000 active. AID 720582;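 active = inhibition above a per-campaign cutoff equal to the mean of compounds falling between control-based bounds plus 3 SD, cut at about 20% in these data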;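 note: 0% = DMSO wells while the 100% control is not disclosed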
hgDAF-12 ag: agonists of H. glycines DAF-12 nuclear receptor. activation, % at 6.8 µM. 1.8% of 370,000 active. HEK293 GAL4-hgDAF12 UAS-luciferase reporter, agonist luminescence; normalized to butyrate control;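 active = activation above a cutoff set at the mean of all screened compounds plus 3 SD, cut at about 10% in these data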;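 note: 0% = DMSO wells and 100% = sodium butyrate wells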
DAX1 inh-2: inhibits human nuclear receptor DAX1 | P51843 | HEK293 Gal4-DAX1 luciferase reporter, luminescence | inhibition, % at 6.75 µM | 0.99% of 340,000 active | AID 504766;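 active = inhibition above the mean over all tested compounds plus 3 SD, cut at about 4.2% in these data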;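 note: 0% = DAX1-transfected cells with DMSO and 100% = empty-vector control cells with DMSO; inhibition shows as a rise in luminescence from relieved DAX1 repression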
Target sequence (P51843 207-470 limits assumed): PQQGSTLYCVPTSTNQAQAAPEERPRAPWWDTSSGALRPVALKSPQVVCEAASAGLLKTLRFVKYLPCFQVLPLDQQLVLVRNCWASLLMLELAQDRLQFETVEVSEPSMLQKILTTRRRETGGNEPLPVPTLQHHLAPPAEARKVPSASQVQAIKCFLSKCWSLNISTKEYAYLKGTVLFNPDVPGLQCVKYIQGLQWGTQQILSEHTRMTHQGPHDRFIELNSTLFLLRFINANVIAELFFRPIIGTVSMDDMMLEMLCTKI
hcDAF-12 act: H. contortus DAF-12 activation, primary screen; HEK293 hcDAF-12 lit1-tk-luc reporter, luminescence; 0% DMSO, 100% Δ7-dafachronic acid; activation, % at 6.8 µM; 1.4% of 370,000 active; AID 652067;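 active = activation above the mean of all tested compounds plus 3 SD, cut at about 5.5% in these data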;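 note: 100% = response to 3 µM Δ7-dafachronic acid high control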
PLC-beta3 inh: blocks human PLC-beta3 enzyme activity; 0.18% of 370,000 active; Q01970; inhibition, % at 12.2 µM; Purified PLC-beta3, fluorogenic substrate, fluorescence; in the data active = inhibition above about 11%;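 note: 0% = median of compound wells on plate and 100% = full blocker control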
HGIII-sPLA2 inh: Blocks human group III sPLA2 activity. Q9NZ20. 0.56% of 370,000 active. QFRET BODIPY PC-A2 liposome hydrolysis, fluorescence. AID 743126. inhibition, % at 12.2 µM;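 active = inhibition above mean plus 3 SD of compounds lying within the high and low control bounds, cut at about 19% in these data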;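 note: 0% = median of test compound wells and 100% = no enzyme DMSO wells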
* marks the source's active call; other numbers are inactive results; i = inactive; · = no result given.

SMILES	ADAM17 inh	GAA850 FXN act	PLCg1 inh	ssDAF-12 act	DAX1 inh-1	ADAM10 inh	hgDAF-12 ag	DAX1 inh-2	hcDAF-12 act	PLC-beta3 inh	HGIII-sPLA2 inh
Cc1c(Cl)cccc1Nc1nc(N)nc(CSc2ncccn2)n1	3.6	2.9	8.0	-1.3	2.1	8.9	8.2	1.5	0.8	7.7	0.0
CCOc1cc(/C=C(\C#N)c2[nH]nc(N)c2C#N)ccc1O	1.0	1.4	-59.3	-1.4	-0.9	-1.4	-2.5	1.3	-0.8	-74.8	4.2
CCOC(=O)c1ccccc1N/C=C1\CCCC1=O	-4.6	0.1	-8.9	-1.6	-0.7	-18.0	2.1	0.4	-1.4	-17.0	-21.3
CN(C)c1nc(N)nc(Cn2ccnc2)n1	1.6	1.3	4.8	-0.6	-0.4	4.0	0.2	-0.3	2.1	3.4	-0.6
O=C(COC(=O)/C(=C/c1cccs1)c1cccs1)NC(c1ccccc1)c1ccccc1	-0.2	-0.5	2.3	-1.8	-0.7	-1.6	-5.7	-1.1	-1.8	-3.0	7.3
CC(NC(=O)COC(=O)c1ccc2ccccc2n1)c1ccccc1 (configuration not stated)	-1.6	0.7	-4.8	-0.5	0.4	-10.2	5.1	0.4	2.1	-3.6	-4.8
Cc1ccccc1-c1nc2sc(-c3ccccc3)cc2c(=O)o1	-4.0	-2.8	-7.2	-1.4	0.0	-0.2	-0.3	-0.3	-0.7	-5.6	6.3
CC1CN(C(=O)CSc2nc(N)c(NC(=O)c3ccc(C(F)(F)F)cc3)c(=O)[nH]2)CC(C)O1 (configuration not stated)	-4.2	2.0	-1.4	-0.7	-0.9	-11.7	-0.7	-0.4	-0.1	1.2	3.8
COC(=O)C1=C(Cn2cnc3ccccc32)NC(=O)NC1c1cc(C)ccc1C (configuration not stated)	2.4	-0.9	4.6	-1.2	-1.1	-0.2	-3.0	-0.1	0.2	1.4	-15.8
COc1cc(C2NC(=O)NC(C)=C2C(=O)OC2CCCCC2)cc(Cl)c1O (configuration not stated)	2.0	-0.5	-2.6	-1.1	0.3	-0.7	0.4	-0.7	-1.7	-5.4	-15.2
Cc1ncc([N+](=O)[O-])n1Cc1ccc(F)cc1	-4.5	-0.5	-5.3	-2.3	1.1	-1.4	-2.4	-0.1	-1.2	-3.6	-2.2
COc1cc(NS(=O)(=O)c2ccc(NC(=S)NC(=O)c3sc4ccccc4c3Cl)cc2)nc(OC)n1	-5.0	0.2	0.3	-1.0	1.2	-9.0	-1.1	-0.5	0.6	-4.3	2.7
CCn1c(COc2ccc(C)cc2)nnc1SCC(=O)Nc1ccccc1-c1ccccc1	7.0	·	-0.5	-1.6	-1.7	13.6	-3.5	·	-2.0	-2.8	-25.9
O=C(c1cc2cc(Cl)ccc2oc1=O)N1CCCCCCC1	-2.5	1.6	-2.4	-1.1	-0.3	-9.0	-0.4	4.5*	2.1	-1.9	1.8
CCOC(=O)c1ccc2nc(C)c3c(c2c1)OC(C)C3 (configuration not stated)	-121.4	1.7	-48.9	-1.6	-0.1	-413.0	-0.2	-2.0	0.6	-62.3	-13.3
CC1CCCCN1CC(=O)Nc1ccc(Oc2ccccc2)cc1 (configuration not stated)	-1.0	1.1	3.5	-1.3	-0.2	-0.2	3.6	-0.6	0.1	1.1	-6.8
Cc1oc(-c2cccc(F)c2)nc1CN1CCCN(C(=O)c2ccco2)CC1	2.2	-0.2	-2.4	-0.6	0.0	-0.3	-0.1	0.2	1.2	-11.0	-0.5
Cc1cc(C)c(-n2c(SCc3nc4ccccc4s3)n[nH]c2=O)c(C)c1	-0.6	0.1	-0.8	-0.4	0.0	3.6	-0.7	0.1	1.1	-6.6	-8.1
COc1ccc(S(=O)(=O)N(C)CC(=O)N2CCN(c3ccc(F)cc3)CC2)cc1OC	2.9	-1.4	3.7	-0.7	-0.5	-3.5	-3.9	-0.5	-2.4	1.5	9.0
CC(C)(C)c1ccc(C(=O)O/N=C(\N)Cc2cccs2)cc1	-1.1	0.4	0.0	-0.3	1.7	-6.9	7.8	0.9	3.3	3.8	0.3
Cc1ccc2oc(-c3ccco3)cc(=O)c2c1	-274.2	3.1	-49.9	0.1	3.5	i	13.7*	0.5	2.1	-82.7	-0.9
CC1CCN(S(=O)(=O)c2ccc(NC(=O)CN3C(=O)NC(C)(c4ccccc4)C3=O)cc2)CC1 (configuration not stated)	4.4	-1.2	0.6	-1.0	0.2	12.0	0.2	0.6	-1.1	1.3	-32.5
O=C(c1ccco1)N1CCN(Cc2ccccc2F)CC1	-4.8	1.2	0.8	-1.1	0.1	0.2	1.7	-0.5	0.8	-6.7	11.5
COc1ccc(NC(=O)Cn2cnc3ccccc3c2=O)cc1OC	-3.5	-0.2	0.0	-1.7	0.6	-12.7	-1.7	-1.0	0.1	-0.8	3.0
Fc1cccc(NC(=S)N2CCCC2)c1	-1.4	-0.1	0.2	-0.7	0.1	6.2	-3.8	1.9	0.5	-2.4	5.9
Cc1ccc(-c2noc(CN(C(=O)C(c3ccccc3)c3ccccc3)C(C)C)n2)cc1	5.4	-2.2	8.0	-0.9	0.4	20.1*	3.5	1.5	-1.3	3.0	-14.8
COc1ccc(Cc2nnc(N/N=C/c3ccc(N(C)C)cc3)[nH]c2=O)cc1OC	-4.7	1.6	2.0	-0.9	0.6	-2.2	-0.8	-0.6	-0.6	-11.0	5.5
COc1ccc(/C=N/NC(=O)Cn2c(Cc3ccc(OC)c(OC)c3)nc3ccccc32)cc1OC	2.3	1.9	-5.4	-0.6	-0.2	6.6	1.0	0.6	-2.9	-1.5	-5.4
O=C(COC(=O)c1ccc2c(=O)n3c(nc2c1)CCC3)Nc1ccc(OC(F)F)cc1	-8.9	-1.8	-7.0	-1.4	-0.7	-19.4	-1.8	3.2	1.0	-10.0	4.1
COc1ccc(-c2n[nH]c(=S)n2-c2ccc3c(c2)OCCO3)cc1OC	-0.3	5.3	-1.3	-0.4	1.8	-2.1	0.2	3.1	0.8	-2.4	8.4
CCCCCC(=O)N1CCCC(c2nc(-c3ccc(OC)cc3)no2)C1 (configuration not stated)	0.1	2.1	0.2	-1.1	-0.9	4.0	-1.3	-0.3	-2.3	2.6	-6.2
CC(C)C(C(=O)Nc1ccc(S(=O)(=O)N2CCOCC2)cc1)N1C(=O)c2ccccc2C1=O (configuration not stated)	-4.4	-1.4	0.6	-1.9	0.4	0.1	3.7	0.5	-2.3	-1.5	1.9
CCc1ccccc1NC(=S)N(CCN(C)C)Cc1cccs1	0.6	-0.9	2.7	-1.5	0.8	0.6	-0.9	0.4	0.3	-0.1	-1.1
Cc1ccc2nc3c(c(C(=O)OCC(=O)N(C)C4CCS(=O)(=O)C4)c2c1)CCCC3 (configuration not stated)	-49.9	-0.6	-42.4	-0.4	-1.4	-155.6	0.4	0.9	-0.5	-57.1	-4.6
O=C(Cn1nnc(-c2ccccc2F)n1)NCCc1ccccc1	0.6	-2.4	0.1	-0.7	0.4	0.4	-0.4	-0.8	0.4	-1.4	-6.0
COc1ccc(S(=O)(=O)N2CCCC2CNC(=O)C(=O)NC2CCCC2)cc1 (configuration not stated)	-0.5	-1.0	2.8	0.0	0.1	2.6	1.0	0.1	0.2	7.2	1.4
Cc1onc(-c2c(Cl)cccc2Cl)c1C(=O)NCC1CCCO1 (configuration not stated)	3.5	0.0	3.9	-1.8	0.5	6.2	1.3	-0.9	-1.6	1.9	9.7
COc1ccccc1C(=O)NCCC(=O)NCC(c1ccco1)N1CCCCC1 (configuration not stated)	-0.5	1.3	-0.5	-0.9	0.5	-1.0	-1.2	-0.1	-1.0	-6.2	-2.8
CC1=NN(C(C#N)c2c(C)nn(Cc3ccccc3)c2C)C(C)(C)C1 (configuration not stated)	1.1	-0.2	3.4	-1.2	1.1	-6.3	-2.8	-0.9	0.2	0.7	-0.2
CCn1c(SCC(=O)Nc2ccc(C)cc2)nc2nc3c(cc2c1=O)COC(C)(C)C3	-3.7	0.8	2.2	0.7	-0.7	-6.8	-0.9	-1.0	-1.7	-6.3	2.6
Cc1cc(/C=C(\C#N)C(=O)NCc2ccco2)c(C)n1C1CCCC1	4.2	6.6	-35.4	-0.7	0.5	-2.7	7.2	2.7	2.0	-47.4	2.3
CSC1=NN(c2ccccc2)CN(c2ccccc2)N1C	-2.0	-0.6	2.8	-1.1	-0.3	-13.3	0.9	0.3	0.6	-8.0	21.7*
NCC/C=C1/c2ccccc2CSc2ccccc21	1.4	-0.9	0.6	-0.7	-0.8	3.8	-3.6	0.3	-0.7	4.3	4.7
O=C(NC1=NCCS1)c1ccc(C(F)(F)F)cc1	-3.7	4.5	-1.6	-0.8	0.9	3.3	5.6	1.3	1.3	-7.0	-5.1
CCOCCCNCc1ccc(OCCC(C)C)c(OC)c1	2.2	-0.4	1.8	-1.3	0.5	2.1	-0.8	0.8	0.9	1.6	0.2
C=C(C)COc1ccc(-c2[nH]ncc2Oc2ccc(OC)cc2)c(O)c1	7.2	6.2	0.6	-0.8	-0.6	21.3*	5.1	1.5	2.9	2.4	-58.4
Cc1ccccc1Oc1ccc2c(c1)[C@@H]1C[C@H](N(C)C(=O)c3ccc(C#N)cc3)[C@H]([C@H](C)O)C(=O)N1CC2	1.4	-1.6	-0.8	-1.1	0.1	-4.1	-0.2	0.4	1.3	-3.1	-19.0
O=C(c1ccc(Cl)cc1)N1CCN(C(=O)C2CCCCC2)CC1	-4.2	1.3	-0.5	-1.7	-1.0	-0.9	1.8	-0.5	1.1	-9.8	3.4
Cc1ccc(NC(=S)NCCc2ccc(Cl)cc2)c(C)c1	-3.3	-1.0	-2.1	-0.3	-0.4	8.9	-0.2	-1.1	-1.7	-8.1	9.4
Cc1ccc(N2CC(C(=O)Nc3ccc(S(=O)(=O)Nc4nccs4)cc3)CC2=O)cc1C (configuration not stated)	2.7	3.2	4.0	-1.3	-0.4	10.4	3.5	-0.6	2.1	-7.1	-50.0
COc1ccc(C(=O)C2CCN(C(=O)c3ccc(F)cc3)CC2)cc1	4.3	1.0	5.2	-1.9	-0.4	-2.5	-4.2	-0.4	-4.0	-1.9	1.5
CS(=O)(=O)N(CCc1ccccc1)CC(=O)NCc1ccccc1Cl	0.5	0.4	1.1	-0.8	-0.1	1.0	-4.0	-0.5	-1.0	5.4	-6.7
CC(=O)Nc1cccc(NC(=O)CSc2nnc3ccc(-c4cccnc4)nn23)c1	-7.8	-0.6	-13.8	-0.5	1.8	-5.2	-1.8	-0.4	1.3	-28.0	0.9

Among those listed so far, 2 have a CF3 group.
SMILES	ADAM17 inh	GAA850 FXN act	PLCg1 inh	ssDAF-12 act	DAX1 inh-1	ADAM10 inh	hgDAF-12 ag	DAX1 inh-2	hcDAF-12 act	PLC-beta3 inh	HGIII-sPLA2 inh
CC1CN(C(=O)CSc2nc(N)c(NC(=O)c3ccc(C(F)(F)F)cc3)c(=O)[nH]2)CC(C)O1 (configuration not stated)	-4.2	2.0	-1.4	-0.7	-0.9	-11.7	-0.7	-0.4	-0.1	1.2	3.8
O=C(NC1=NCCS1)c1ccc(C(F)(F)F)cc1	-3.7	4.5	-1.6	-0.8	0.9	3.3	5.6	1.3	1.3	-7.0	-5.1

Bioassay records: PubChem BioAssay, The Scripps Research Institute Molecular Screening Center

No enrichment for hits. About 6.9% of those tested had a hit in this group.
